Screens deposited in PubChem by The Scripps Research Institute Molecular Screening Center.
ZTA counter = counter-screen for EBNA-1 inhibitors: inhibitors of Epstein-Barr virus ZTA | P03206 | ZTA-DNA binding, fluorescence polarization | inhibition, % at 11 µM | 0.15% of 320,000 active; in the data active = inhibition above about 33%
Target sequence (P03206 whole entry, looked up): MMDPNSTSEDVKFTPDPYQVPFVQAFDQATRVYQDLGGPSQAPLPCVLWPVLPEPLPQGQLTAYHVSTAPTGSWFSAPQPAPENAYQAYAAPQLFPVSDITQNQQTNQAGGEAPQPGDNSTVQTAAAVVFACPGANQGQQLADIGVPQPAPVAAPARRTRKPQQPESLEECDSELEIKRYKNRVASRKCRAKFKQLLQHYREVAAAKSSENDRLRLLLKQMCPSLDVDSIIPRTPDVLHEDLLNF
LYPLA2 inh = counter-screen for PME1 inhibitors: inhibitors of human LYPLA2. O95372. recombinant LYPLA2, FP-Rh probe fluorescence polarization. inhibition, % at 5.9 µM. 0.38% of 320,000 active. AID 2177;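 active = inhibition above the screen-wide mean plus 3 SD, limit set per campaign, cut at about 26% in these data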;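 also: 0% = LYPLA2 with DMSO and 100% = wells lacking LYPLA2 enzyme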
PAFAH1B2 inh = inhibitors of human PAFAH1B2 | P68402 | recombinant PAFAH1B2, FP-rhodamine activity probe, fluorescence polarization | inhibition, % at 3.39 µM | 1.2% of 340,000 active | AID 492953;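 active = inhibition above the mean of all tested compounds plus 3 SD, cut at about 24% in these data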;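 also: 0% = enzyme with DMSO and 100% = wells lacking PAFAH1B2; many of its hits are not listed in these tables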
PAFAH1B3 inh = PAFAH1B3 (human) inhibition; Q15102; recombinant PAFAH1B3, FP-rhodamine probe, fluorescence polarization; inhibition, % at 3.39 µM; 0.28% of 340,000 active;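 active = inhibition above the screen-wide average of all tested compounds plus 3 SD, cut at about 25% in these data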;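 also: 0% = enzyme with DMSO only and 100% = wells lacking PAFAH1B3 protein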
Target sequence (Q15102 whole entry, looked up): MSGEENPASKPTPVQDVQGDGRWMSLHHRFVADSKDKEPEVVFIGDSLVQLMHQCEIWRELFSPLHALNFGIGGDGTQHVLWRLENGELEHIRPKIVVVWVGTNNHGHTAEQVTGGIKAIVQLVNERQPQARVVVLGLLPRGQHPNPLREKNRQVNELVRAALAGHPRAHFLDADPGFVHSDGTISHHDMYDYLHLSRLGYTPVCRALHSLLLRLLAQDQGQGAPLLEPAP
LYPLA1 inh = blocks human lysophospholipase 1, a PME1 counter-screen. O75608. recombinant LYPLA1, FP-Rh probe fluorescence polarization. inhibition, % at 5.9 µM. 0.16% of 320,000 active. AID 2174;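 active = inhibition above the mean of all tested compounds plus 3 SD, set per campaign, cut at about 14% in these data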;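 also: inhibitors block serine hydrolase probe labeling of LYPLA1 so polarization falls; 0% = enzyme with DMSO and 100% = wells lacking LYPLA1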
pPAFAH inh = inhibitors of human plasma PAF acetylhydrolase (pPAFAH) | Q13093 | inhibition, % at 3.39 µM | 1.5% of 330,000 active | AID 463082 | recombinant pPAFAH, FP-rhodamine probe fluorescence polarization;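 active = inhibition above the mean inhibition across the screen plus 3 SD, cut at about 25% in these data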;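 also: inhibitors block binding of the rhodamine activity-based probe so polarization drops; 0% = enzyme with DMSO and 100% = wells lacking pPAFAH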
Target sequence (Q13093 whole entry, looked up): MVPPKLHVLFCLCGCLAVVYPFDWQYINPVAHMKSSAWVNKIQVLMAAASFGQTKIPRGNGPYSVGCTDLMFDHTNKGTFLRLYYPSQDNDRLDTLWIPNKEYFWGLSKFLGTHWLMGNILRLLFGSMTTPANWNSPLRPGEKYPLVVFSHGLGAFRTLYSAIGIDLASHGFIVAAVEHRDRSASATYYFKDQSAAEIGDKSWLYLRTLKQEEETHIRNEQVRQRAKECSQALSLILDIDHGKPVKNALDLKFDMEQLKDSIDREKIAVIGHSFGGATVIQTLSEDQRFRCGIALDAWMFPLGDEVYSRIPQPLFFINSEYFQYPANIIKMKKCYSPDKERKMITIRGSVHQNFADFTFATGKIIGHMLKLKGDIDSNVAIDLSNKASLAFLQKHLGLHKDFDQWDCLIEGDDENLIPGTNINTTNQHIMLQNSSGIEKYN
PREPL inh = inhibitors of human prolyl oligopeptidase-like enzyme PREPL; Q4J6C6; 0.68% of 320,000 active; recombinant PREPL, fluorescence polarization activity-based probe; inhibition, % at 5.96 µM; in the data active = inhibition above about 43%;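 also: 0% = enzyme with DMSO and 100% = wells lacking enzyme; many of its hits are not listed in these tables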
PAFAH2 inh = inhibitors of human PAFAH2 | Q99487 | recombinant PAFAH2, FP-rhodamine activity probe, fluorescence polarization | AID 492956 | 0.99% of 340,000 active | inhibition, % at 3.39 µM;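 active = inhibition above the mean over all tested compounds plus 3 SD, cut at about 30% in these data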;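 also: inhibitors block probe labeling of enzyme so polarization drops; 0% = enzyme with DMSO and 100% = wells lacking PAFAH2 protein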
EBNA-1 inhibitor = blocks EBNA-1 binding to DNA; inhibition, % at 14.8 µM; 0.34% of 300,000 active; EBNA-1 DNA binding, fluorescence polarization; AID 1950; in the data active = inhibition above about 28%
Starred values were filed as active, the others as inactive; / = no result given.

compound | ZTA counter | LYPLA2 inh | PAFAH1B2 inh | PAFAH1B3 inh | LYPLA1 inh | pPAFAH inh | PREPL inh | PAFAH2 inh | EBNA-1 inhibitor
COc1ccc(C(C(=O)NCCC(C)C)N(CCCO)C(=O)c2snc(C(N)=O)c2N)cc1OC (centres undefined) | -3 | -7 | -3 | -11 | -3 | 3 | 0 | 0 | 4
N/C(=N\NC(=O)Nc1ccccc1)c1ccccn1 | -16 | -4 | / | / | 2 | 0 | 13 | / | -6
Cc1ccc(C(=O)N(C)c2ccc(OCC(=O)N3c4ccc(C)cc4C4CN(C)CCC43)cc2)cc1 (centres undefined) | -1 | -7 | 7 | 10 | -1 | 1 | 17 | -6 | 1
Cc1ccc(CS(=O)(=O)CCC(=O)O)cc1 | 4 | 3 | 2 | 3 | -1 | 0 | -1 | 1 | 6
CN(CC(=O)Nc1cccc(F)c1)C(=O)Cn1c(=O)oc2ccccc21 | -12 | 0 | 3 | 6 | 1 | 3 | -2 | -2 | /
CC(=O)c1ccc(OCCCC(=O)Nc2cc(S(=O)(=O)N(C)C)ccc2C)cc1 | -8 | 0 | -1 | 2 | -1 | -1 | 3 | -3 | 1
O=C(CCc1nc2ccccc2c(=O)[nH]1)Nc1ccccc1N1CCCC1 | 1 | 5 | -2 | 6 | 1 | 2 | 9 | 12 | -4
Cc1cccc(C)c1N1CC(=O)N(c2c(C)cccc2C)CC1=O | -2 | 0 | 4 | 6 | 0 | 4 | 1 | -3 | 0
Cc1c(-c2ccco2)[n+](=O)c2c(n1[O-])CCC2 | -23 | 8 | -2 | 7 | 2 | 1 | 15 | -12 | -5
CCCCCCNC(=O)c1c(O)c2ccccc2[nH]c1=O | -30 | 1 | -5 | 3 | -1 | 0 | 10 | -8 | -7
COc1ccc2oc(C(=O)OCC(=O)NCCN3C(=O)CSC3=O)c(C)c2c1 | -16 | -2 | 0 | 3 | -1 | 3 | -6 | -10 | -12
O=C(NCCNc1ccc([N+](=O)[O-])cc1C(F)(F)F)c1ccc(F)cc1 | -1 | 24 | 6 | 14 | -1 | 5 | -7 | -2 | -6
Cc1nc(-c2ccc(F)cc2)c(CC(=O)NCC(=O)Nc2ccc(F)c(F)c2)s1 | -4 | -4 | -2 | 3 | -3 | -8 | 5 | 3 | /
Cc1nnc(SCC(=O)NCc2cccs2)n1-c1ccccc1 | -9 | -2 | 2 | 0 | -2 | 1 | 3 | 0 | 1
CC1(C)O[C@@H]2[C@H](O1)[C@@H](CO)O[C@H]2n1ccc(=O)[nH]c1=O | 8 | -7 | 6 | 7 | 0 | -1 | 4 | 1 | /
COc1ccccc1CNc1nc2nc(C)cc(=O)n2[nH]1 | 8 | 3 | 4 | 0 | 3 | 0 | 7 | 4 | 3
Brc1ccccc1Cn1cnc2ccccc21 | 0 | 0 | 5 | 20 | 0 | -1 | -12 | -1 | 1
COc1ccc(-c2csc(NC(=O)C3CCN(c4ncnc5sc(C)c(C)c45)CC3)n2)cc1OC | 25 | -19 | 3 | -5 | -6 | 9 | 15 | -6 | 8
COc1ccc(C(=O)N2CCN(c3ccc(F)cc3)CC2)cc1S(=O)(=O)NC1CC1 | 7 | -3 | 0 | 3 | 0 | 4 | 19 | -1 | /
Cc1cc(-c2ccccc2)c2c(=O)n(-c3ccccc3)[nH]c2n1 | 6 | -4 | 7 | -5 | 0 | 5 | 9 | 13 | -4
CN1C(=O)/C(=C2\SC(=S)N(CCCCCC(=O)O)C2=O)c2ccccc21 | -4 | 6 | 3 | 5 | -2 | 1 | 1 | -4 | 1
Cc1ccc(NC(=O)CCn2nnc3ccccc32)cc1 | 1 | -6 | 3 | 3 | 3 | 4 | -19 | 2 | 1
O=C(CCN1C(=O)C2C3C=CC(C3)C2C1=O)Nc1ccc(F)cc1 (centres undefined) | -17 | 2 | 2 | 3 | 1 | -3 | -5 | 4 | -6
O=c1ccc2cc(O)c(O)cc2o1 | 3 | 4 | 1 | 9 | 1 | 4 | 0 | -3 | 8

Some of these compounds in order of their number in PAFAH1B2 inh, smallest number first.
compound,PAFAH1B2 inh,PAFAH1B3 inh,pPAFAH inh,PREPL inh,PAFAH2 inh,EBNA-1 inhibitor
CN1C(=O)/C(=C2\SC(=S)N(CCCCCC(=O)O)C2=O)c2ccccc21,3,5,1,1,-4,1
CC1(C)O[C@@H]2[C@H](O1)[C@@H](CO)O[C@H]2n1ccc(=O)[nH]c1=O,6,7,-1,4,1,/
Cc1cc(-c2ccccc2)c2c(=O)n(-c3ccccc3)[nH]c2n1,7,-5,5,9,13,-4

(cont.)
compound | ZTA counter | LYPLA2 inh | PAFAH1B2 inh | PAFAH1B3 inh | LYPLA1 inh | pPAFAH inh | PREPL inh | PAFAH2 inh | EBNA-1 inhibitor
O=C(COc1ccc(S(=O)(=O)N2CCOCC2)cc1)NCCCn1ccnc1 | -6 | -3 | 3 | 7 | -1 | -2 | 4 | 0 | 4
O=C(NC1CC1)C1CC(=O)N(c2ccc(F)cc2)C1 (centres undefined) | -15 | -5 | 6 | 13 | -4 | 1 | 6 | 7 | 0
Cc1ccc2oc(=O)n(CC(=O)c3ccc(F)cc3)c2c1 | -4 | 2 | 1 | 6 | -2 | 2 | 6 | -4 | 3
CN1C(=O)/C(=C2/C=CC=CN2C)OC1=S | -7 | 2 | -6 | 2 | 2 | 0 | -2 | 4 | 9
COc1ccc(CCNC(=O)c2cc(-c3ccccc3OC)on2)cc1OC | -12 | 3 | 2 | 2 | 1 | 6 | 1 | 0 | 10
CCCCCCCCCCCCN1[C@@H](CC(C)=O)c2cc(F)cc(F)c2S1(=O)=O | -4 | 22 | 3 | -6 | 1 | 4 | -1 | -13 | 11
Cc1ccc(NC(=O)CCNC(=O)c2ccc([N+](=O)[O-])cc2)cc1S(=O)(=O)N1CCOCC1 | 19 | 1 | 7 | 4 | 3 | 6 | 1 | 5 | /
CSc1cccc(N2CC(C(=O)Nc3ccccc3N3CCCC3)CC2=O)c1 (centres undefined) | -22 | 5 | 4 | 5 | -1 | 8 | 19 | 5 | -3
CCCCN(CC)S(=O)(=O)c1ccc(C(=O)Nc2nnc(COC)o2)cc1 | -10 | 2 | 8 | 11 | 3 | 3 | 7 | 5 | -4
CCCc1cc(C(=O)Nc2sc(C)c(CC)c2C#N)no1 | 0 | -4 | 9 | 9 | -3 | 3 | 11 | 14 | -9
Cc1cccc(NC(=O)CSCC(=O)Nc2sccc2C#N)c1 | -11 | -4 | 8 | 0 | -1 | 8 | 8 | 8 | -12
O=C(Nc1nnc(CCN2CCCCC2)s1)c1cccc(Cl)c1 | -4 | -5 | 0 | 4 | -1 | -3 | -4 | 4 | -3
CCSc1nnc(NC(=O)COc2ccc(Cl)cc2)s1 | -2 | 4 | 2 | 7 | 6 | 4 | 3 | 1 | 6
CC(=O)c1cccc(CN2CCC(C(=O)Nc3cccc(-c4ccn[nH]4)c3)CC2)c1 | -12 | -14 | 2 | 11 | -5 | -7 | -5 | -5 | -16
CCOC(=O)CCCNC(=O)CCNC(=O)c1ccc(OC)cc1 | -5 | 7 | 1 | 5 | -2 | 6 | 2 | 6 | -12
Fc1ccc2cnc(-c3ccccc3)c(-c3cccc(C(F)(F)F)c3)c2c1 | -10 | -5 | -9 | -9 | 2 | -3 | 13 | 0 | /
COc1ccc(C2(c3ccc(OC)cc3)NC(=O)N(CC(=O)Nc3ccc(C(=O)N(C)C)cc3)C2=O)cc1 | -1 | 2 | -5 | 9 | 2 | -2 | -6 | -5 | 1
O=C(N1CCOCC1)N1CCN(S(=O)(=O)c2cccc([N+](=O)[O-])c2)CC1 | -8 | 0 | -2 | 5 | 0 | -2 | 18 | 1 | -17
COc1ccc(S(=O)(=O)NCC2CCCN(C(=O)CN3CCCCC3)C2)cc1 (centres undefined) | 21 | 2 | -1 | -5 | 1 | -4 | 17 | -2 | -15
COc1ccc(/C=N/Nc2cc(C)nc(N3CCOCC3)n2)cc1OC | 0 | 5 | / | / | 1 | 4 | 7 | / | 2
O=C(NC(=S)Nc1ccccc1O)c1cccnc1 | -2 | 0 | 3 | 11 | -4 | 0 | 1 | 7 | -7
O=S(=O)(CCN1C=CC(C(F)(F)F)=NCC1)c1ccc(F)cc1 | -2 | -1 | 7 | 7 | 2 | 4 | 14 | 1 | 8
COc1cccc(Oc2ccc(N)cc2)c1 | -1 | -4 | -4 | 7 | -3 | 2 | 10 | -12 | -15
C/C(=N\NC(=O)c1ccco1)c1cccc2ccccc12 | 9 | -3 | 2 | 11 | -2 | -1 | -7 | -2 | -2
COCCNC(=S)N1CCC(NC(=O)c2ccco2)CC1 | -15 | 2 | 0 | 1 | -2 | 1 | 9 | 6 | -6
COc1ccc(OC)c(NC(=O)CCN2CCN(Cc3ccccc3)CC2)c1 | 11 | -1 | 7 | 4 | -1 | -1 | 9 | 6 | 3
COc1ccc(NC(=O)CSc2nccn2Cc2ccccc2)c(OC)c1 | -7 | 6 | -2 | 13 | 2 | 5 | 19 | -30 | 6
Cc1ccc[n+](CC(=O)Nc2cccc([N+](=O)[O-])c2)c1 | 12 | 0 | 4 | 9 | 2 | 5 | 4 | -7 | 9
COc1ccc(N(C(C)=O)c2nc3ccccc3[nH]2)cc1 | 4 | 3 | -5 | 3 | -4 | 0 | -3 | -2 | 7
O=c1c2cc(Br)ccc2nc(-c2cccc(Cl)c2)n1O | 16 | -6 | 5 | 15 | 0 | 8 | -1 | 2 | 4
O=C(Nc1ccc(-c2ccccc2)cc1)c1ccc2c(c1)S(=O)(=O)c1ccccc1C2=O | 8 | 0 | -3 | 12 | -7 | 2 | 23 | -6 | 5
O=C(NCCCN1CCOCC1)C1CCN(S(=O)(=O)c2cccc(Cl)c2Cl)CC1 | 4 | 0 | 1 | 1 | -1 | 3 | -8 | 9 | -10
C=C(C)C(=O)Oc1ccc(N2C(=O)CCC2=O)cc1 | -1 | -2 | 3 | 7 | 2 | 1 | 3 | 4 | 8
Cc1ccc2ccccc2c1Cn1c(-n2ccnc2)nc2c1c(=O)n(C)c(=O)n2C | 20 | -2 | -1 | 5 | 0 | -3 | 15 | 5 | 6
O=C(CCN1CCCCC1)NCC1OCCc2ccccc21 (centres undefined) | -4 | 2 | 3 | -5 | 2 | 2 | -47 | -1 | -1
Cc1cc(C)n(CC(=O)NNC(=O)CCCOc2ccc(Cl)c(C)c2)n1 | -6 | 3 | 1 | 5 | -1 | -2 | 7 | -2 | 3
Cc1ccc(S(=O)(=O)NC2CC(C)(C)NC(C)(C)C2)c(C)c1C | 11 | 5 | 3 | 7 | 6 | 7 | 9 | -2 | 7
c1csc(-c2nn3c(Cn4cnc5ccccc54)nnc3s2)c1 | -13 | 5 | 1 | 10 | -5 | 1 | 0 | 6 | 2
CS(=O)(=O)N(CC(=O)NCc1ccco1)c1cc(C(F)(F)F)ccc1Cl | -9 | 1 | 0 | 1 | 0 | -3 | 14 | -2 | 2
CCc1cc(C(=O)N2CCCC(CCC(=O)NCc3cccc(OC)c3)C2)no1 (centres undefined) | -12 | -1 | 11 | 4 | 2 | 4 | 2 | 3 | 4
O=C(Nc1nccs1)c1ccc(-c2cccc([N+](=O)[O-])c2)o1 | -5 | -12 | 2 | -3 | -7 | 2 | 1 | 7 | 10
Cc1ccc(C)c(Cn2nnc3c(=O)[nH]c(C4CCCN(C(=O)CC(C)C)C4)nc32)c1 (centres undefined) | -7 | -3 | 1 | -3 | 0 | -3 | 3 | -1 | -2
O=C1CCC(=O)N1CN(C(=O)c1ccco1)c1ccccc1 | -23 | 8 | 2 | 6 | 1 | -6 | 14 | 3 | 1
CCN(CC)S(=O)(=O)c1ccc(C(=O)OCn2nnc3ccccc3c2=O)cc1 | 5 | 8 | -2 | 6 | 3 | 8 | -26 | 9 | -11

An excerpt; the hit share may differ from the screen's.
